# SR-BI DiI-HDL act: SR-BI HDL lipid transfer activation. 0.096% of 320,000 active. activation, % at 12.5 µM. AID 504775. CHO ldlA[mSR-BI] cells, DiI-HDL uptake fluorescence, 3 h; 100 = double the neutral-control signal;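 active means mean replicate activation of at least 60% and every replicate at or above 60%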;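 further: 0% = median plate neutral-control signal and 100% = twice that signal; values of inactives mirror those of a sister screen read the other way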
#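 Material: SR-BI-overexpressing, LDLR-lacking CHO cells; schedule: compound exposure 3 h, 37 °C; reagent: DiI-labelled HDL at 10 µg/mL final; technique: bottom-read fluorescence, 550/595 nm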
# E coli growth: bacterial growth inhibition, counter-screen for AddAB inhibitors. E. coli V3065 growth, OD600 absorbance, 18 h. 0.27% of 330,000 active. inhibition, % at 11.9 µM;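 active means inhibition above the campaign's mean inhibition across all tested compounds plus 3 SD, cut at about 9.9% in these data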;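 further: uninfected addAB+ strain grown without phage in ampicillin broth; 0% = DMSO wells and 100% = ciprofloxacin 0.95 µg/ml wells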
# phage Ecoli inh: E. coli growth loss with phage present | growth absorbance | inhibition, % at 11.9 µM | 0.26% of 360,000 active | AID 651602; in the data active means inhibition above about 11%
# SR-BI HDL uptake: mouse SR-BI HDL lipid transfer inhibition. ldlA[mSR-BI] CHO cells, DiI-HDL uptake fluorescence, 3 h. inhibition, % at 12.5 µM. AID 488896. Q61009. 0.96% of 320,000 active;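 active means mean replicate inhibition of at least 70% and a set share of replicates each scoring 70 or more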;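 further: 0% = median of neutral control wells and 100% = median of positive control wells; values of inactives mirror those of a sister screen read the other way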
# Target sequence (Q61009 whole entry, looked up): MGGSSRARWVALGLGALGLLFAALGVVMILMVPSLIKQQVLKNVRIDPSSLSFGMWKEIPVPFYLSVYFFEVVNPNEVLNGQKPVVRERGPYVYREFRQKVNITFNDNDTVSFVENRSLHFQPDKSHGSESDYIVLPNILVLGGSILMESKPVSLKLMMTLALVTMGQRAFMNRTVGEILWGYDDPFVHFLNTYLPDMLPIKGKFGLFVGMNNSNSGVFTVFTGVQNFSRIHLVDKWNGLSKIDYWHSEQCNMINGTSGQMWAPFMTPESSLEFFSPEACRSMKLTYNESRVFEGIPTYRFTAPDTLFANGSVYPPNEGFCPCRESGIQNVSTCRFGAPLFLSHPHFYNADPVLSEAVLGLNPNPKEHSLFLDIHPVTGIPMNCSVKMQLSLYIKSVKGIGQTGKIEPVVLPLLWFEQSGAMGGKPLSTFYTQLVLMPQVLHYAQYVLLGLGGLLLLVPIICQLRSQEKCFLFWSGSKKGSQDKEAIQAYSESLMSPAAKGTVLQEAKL
# CAL PDZ FP-1: inhibitors of human CAL PDZ peptide binding | 0.92% of 300,000 active | purified CAL PDZ, TMR-peptide fluorescence polarization, 1 h | inhibition, % at 24.9 µM | AID 602252 | Q9HD26;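 active means mean inhibition of at least 30% with at least half of replicates also reaching 30%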;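 further: 0% = DMSO neutral control and 100% = excess unlabeled competitor peptide PRC23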
# Wnt act: activates Wnt/beta-catenin signaling in a reporter cell assay; activator, plate reader; activation, % at 9.35 µM; 1.2% of 300,000 active; AID 743398; in the data active means activation above about 30%, passing the limit was not always enough;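 further: 0% = neutral control wells and 100% = positive control wells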
# CAL PDZ FP-2: blocks peptide binding to human CAL PDZ domain. 0.02% of 330,000 active. AID 504414. inhibition, % at 20 µM. purified CAL PDZ, TMR-peptide fluorescence polarization, 1 h;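 active means highest replicate inhibition of at least 40%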;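 further: plate controls were DMSO neutral control wells for no effect and unlabeled competitor peptide control wells for full effect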
#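 Material – purified CerCALP PDZ construct · Detection – FP readout, S and P plane fluorescence · Measure – percent inhibition from loss of millipolarization · Controls – unlabelled peptide for full inhibition, DMSO wells as neutral · Probe or stimulus – TMR-labelled reporter peptide T*-PRC34 bound in PDZ groove · Times – 1 h at RT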
# AddAB inh: less growth of phage-infected E. coli with AddAB; E. coli expressing H. pylori AddAB, absorbance growth; inhibition, % at 11.9 µM; 0.29% of 330,000 active; AID 435030; in the data active means inhibition above about 12%;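 further: 0% = vehicle wells of infected cells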
# Tat transport: inhibitors of E. coli Tat protein transport; E. coli MC4100 TorA-mCherry Tat export, fluorescence; inhibition, % at 10 µM; AID 488895; 0.036% of 340,000 active;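 active means mean replicate inhibition at least 50% and at least half of replicates individually reaching 50%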;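 further: exported cargo escapes ClpAP degradation while cytoplasmic cargo is degraded and loses fluorescence; 0% = median of neutral control wells and 100% = median of NaSCN control wells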
# MITF TRPM1 HTS: MITF TRPM1 promoter activation in melanoma cells; SK-MEL-5 TRPM1-promoter luciferase, 24 h; % of positive control, neutral wells = 0; activation, % at 12.5 µM; 0.75% of 300,000 active; AID 588334;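 active means mean activation of at least 80% with every replicate also reaching 80%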;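 further: 0% = neutral control wells and 100% = parthenolide positive control wells; values of inactives mirror those of a sister screen read the other way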
# * hit, by the source's call; nt = no result given.
SMILES,SR-BI DiI-HDL act,E coli growth,phage Ecoli inh,SR-BI HDL uptake,CAL PDZ FP-1,Wnt act,CAL PDZ FP-2,AddAB inh,Tat transport,MITF TRPM1 HTS
COc1cccc(C(=O)NCCS(=O)(=O)N2CCN(C(=O)c3ccco3)CC2)c1,22,0.8,1.1,-22,0,1,0.4,-0.2,-7,7
CN(C(=O)c1ccc(NC(=O)Cc2ccc([N+](=O)[O-])cc2)cc1)C1CCCC1,-41,-1.3,-0.7,41,-3,-3,-0.1,3.1,-5,nt
COCC(=O)N1C[C@H]2CON(C)[C@H]2C[C@H]1c1cccc(-c2ccc(C#N)cc2)c1,-18,nt,2.2,18,-3,-1,-5.5,nt,-6,-3
CC1(C)c2[nH]c3ccccc3c2C[C@H]2C(=O)N(N)CC(=O)N21,-65,-0.5,1.8,65,nt,0,-1.4,-0.5,-1,-3
O=[N+]([O-])c1ccc(COc2ccc(CN3CCCC3)cc2)cc1,-12,nt,3.1,12,0,10,-0.3,nt,14,100*
CCc1ccc(N2C(=O)CN(Cc3cccs3)C2=S)cc1,11,-1.1,0.8,-11,-5,5,0.2,2.5,4,30
C=CCOC(=O)C1=C(C)Nc2nnnn2C1c1cccs1 (stereo not drawn),16,-2.1,3.0,-16,-4,nt,-1.8,0.5,4,-10
Cc1nn2c3ccccc3nc2n(C)c1=O,2,nt,0.8,-2,-8,nt,-5.5,nt,-4,-10
Cc1cc(S(=O)(=O)N2CCOCC2)ccc1OCC(=O)Nc1ccc(F)c(Cl)c1,-9,0.6,0.8,9,-1,-3,-2.3,1.3,-4,11
Cc1ccc(C)c(OCCSc2nnc(-c3cccnc3)n2N)c1,12,0.2,0.5,-12,0,-6,-0.5,3.4,-22,-7
CC(NC(=O)/C(C#N)=C/c1cn(-c2ccccc2)nc1-c1ccc(F)cc1)c1ccccc1 (stereo not drawn),-32,0.5,3.0,32,-6,-2,-0.1,2.4,14,1
CC(C)(C)[C@@H]1COC(=O)[C@H](Cc2ccc(F)cc2)CC/C=C\C[C@H](CC(=O)N(CCO)Cc2ccccc2)C(=O)N1,-18,-3.7,-0.3,18,-2,-4,-1.1,-2.0,27,-10
FC(F)(F)c1cccc(Oc2cc(C(F)(F)F)nc(-c3ccccn3)n2)c1,nt,0.8,0.4,nt,0,nt,-3.8,0.5,-6,nt
CCOc1ccc(/C=N/N2CCN(Cc3ccccc3)CC2)cc1,4,-1.8,1.3,-4,2,-2,2.0,-1.0,-1,-1
CCOc1ccc(C(=O)CCC(=O)NNC(=O)c2ccncc2)cc1,18,1.9,0.2,-18,-5,-1,-2.5,0.5,-9,-6
O=S(=O)(Nc1ccccc1N1CCCCC1)c1ccc(F)cc1F,-24,0.6,1.4,24,-2,-2,-2.0,-2.4,-5,-5
N/C(CN1CCCC1=O)=N\O,-12,0.3,1.4,12,-1,-10,-0.8,3.5,-1,10
Cc1ccc(N2CC(C(=O)OCC(=O)Nc3ccccc3C)CC2=O)cc1 (stereo not drawn),8,0.0,-2.0,-8,2,2,-0.9,0.5,-5,2
CC(C)c1ccc(S(=O)(=O)N2CCN(C(=O)c3ccncc3)CC2)cc1,20,-0.2,0.6,-20,-7,-2,-0.2,-0.8,0,1
O=C(NCc1ccc2c(c1)OCO2)c1cccc(S(=O)(=O)N2CCCCC2)c1,0,-2.2,nt,0,-3,-2,-0.7,0.9,2,-11

# Part of the list above, showing only Tat transport and AddAB inh:
molecule,Tat transport,AddAB inh
O=[N+]([O-])c1ccc(COc2ccc(CN3CCCC3)cc2)cc1,14,nt
CCc1ccc(N2C(=O)CN(Cc3cccs3)C2=S)cc1,4,2.5
C=CCOC(=O)C1=C(C)Nc2nnnn2C1c1cccs1 (stereo not drawn),4,0.5

# Next part:
SMILES,SR-BI DiI-HDL act,E coli growth,phage Ecoli inh,SR-BI HDL uptake,CAL PDZ FP-1,Wnt act,CAL PDZ FP-2,AddAB inh,Tat transport,MITF TRPM1 HTS
CCOc1ccccc1NC(=O)CCn1ccnc1,-14,-3.6,1.4,14,-6,-1,0.3,-0.8,-5,-2
Cc1ccc(NC(=O)Nc2nnc(-c3ccncc3)s2)cc1,-7,7.6,12*,7,-1,1,-1.1,9.8,1,39
CC(C)N1CCN(Cc2ccc(-c3ccccc3Cl)o2)CC1CCO (stereo not drawn),17,1.4,4.3,-17,-1,4,-2.5,-1.1,-4,-5
CCN(CC)S(=O)(=O)c1cc(C(=O)OCC(=O)Nc2cccc(S(=O)(=O)N(C)C)c2)ccc1F,nt,-1.5,2.7,nt,-3,0,-3.3,1.3,10,-5
O=C(Nc1ccc(Br)cn1)c1ccc(COc2c(F)c(F)cc(F)c2F)o1,11,-2.5,0.1,-11,35*,-3,0.4,0.1,-7,-1
COc1ccc(S(=O)(=O)NCCc2cc3ccc(C)c(C)c3[nH]c2=O)cc1,8,1.4,0.2,-8,2,-2,-0.8,2.0,11,7
Cn1c(CNC(=O)c2ccccc2)nnc1SCC(=O)N1CCN(c2ccccc2)CC1,-8,-0.2,-0.8,8,-1,-2,-0.7,4.6,0,0
C=CCOn1c(C)c(C(C)=O)c2c3nonc3ccc21,nt,1.0,-0.9,nt,-2,nt,0.3,0.5,-6,0
CCOC(=O)C1(CC)NC(c2ccco2)C2C(=O)N(c3ccc(C)cc3)C(=O)C21 (stereo not drawn),22,1.6,2.5,-22,1,-3,0.0,-0.8,12,nt
COc1ccc(/C=C/C(=O)Nc2cc(C)nn2-c2nc3ccccc3[nH]2)cc1,-62,-4.5,1.8,62,0,8,0.3,-3.1,2,92*
Cn1c(=O)c2c(nc(N3CCc4ccccc4C3)n2Cc2ccccc2F)n(C)c1=O,-19,1.8,1.9,19,nt,nt,-0.1,2.9,-2,nt
O=C(Nc1ccc2oc(-c3ccncc3)nc2c1)c1ccc(Br)o1,nt,-2.0,1.4,nt,-9,-1,-3.2,1.6,7,12
CCOC(=O)c1c(N)nn(C(=O)C(C)(C)C)c1-c1ccccc1,-11,0.3,3.7,11,nt,-10,-1.5,0.3,1,-6
COc1ccc(C2=NN(c3nc(C)cc(C)n3)C(=O)C2)cc1,3,-0.4,0.5,-3,2,0,-1.8,-1.2,16,0
O=C(CN1CCN(Cc2cccc(F)c2)CC1)NCc1ccccc1,19,-1.6,3.4,-19,-3,0,0.9,2.7,14,nt
COc1cc(C(c2c(C)[nH][nH]c2=O)c2c(C)[nH][nH]c2=O)cc([N+](=O)[O-])c1O,12,-1.6,5.5,-12,-2,-1,nt,1.2,-3,-3
Cc1nc2c(C(=O)Nc3ccc(N4CCCC(O)C4)cc3)snc2c(=O)[nH]1 (stereo not drawn),nt,-1.7,-2.9,nt,1,10,0.7,2.0,-8,5
CC1CC(C)CN(C(=O)COC(=O)COc2ccc(C#N)cc2)C1 (stereo not drawn),6,-1.1,3.5,-6,-7,-22,-0.2,-1.7,4,-8
COc1cccc(N2CCN(C(=O)c3ccc(CS(=O)c4ccc(Cl)cc4)o3)CC2)c1 (stereo not drawn),10,-3.6,2.4,-10,1,-5,-2.0,3.7,-1,-8
Cc1ccc(Cn2c(O)c(N=NC(=S)Nc3ccccc3F)c3cc(S(=O)(=O)N4CCOCC4)ccc32)cc1,-53,nt,0.2,53,10,-1,-3.1,nt,8,-14
Cc1ccc(C(=O)c2ccc(O)cc2)cc1C,-10,-0.4,1.9,10,4,18,-0.7,2.9,-2,nt
Brc1cccc(-c2nnco2)c1,28,0.5,2.5,-28,8,1,-0.8,3.9,1,nt
O=C(COC(=O)c1ccccc1F)NC1CC1,14,-0.7,0.1,-14,1,1,-7.4,0.8,4,7
O=C(N/N=C/c1cccs1)c1cnccn1,28,2.9,0.7,-28,-3,nt,0.1,5.1,-11,16
CC(=O)c1cnc2c(-c3ccc(Cl)cc3)c(C)nn2c1C,2,0.1,1.0,-2,-3,nt,-0.9,0.2,6,18
CN(C)S(=O)(=O)c1cccc(C(=O)NCC2CCCCC2)c1,nt,-0.1,2.7,nt,-3,0,-1.4,2.6,-8,3
COc1ccc(C(CNC(=O)c2cccc(NS(=O)(=O)c3ccccc3)c2)N(C)C)cc1 (stereo not drawn),19,0.4,6.3,-19,nt,2,-1.0,3.9,-1,16
O=C(Nc1ccccc1Cl)C1CCCN(c2ncnc3c2nc2n3CCCCC2)C1 (stereo not drawn),1,-0.2,-2.1,-1,0,-3,-2.6,-0.3,7,-17
COc1ccc(C2CC(O)(c3ccccc3)Oc3cc(OC)cc(OC)c32)cc1 (stereo not drawn),11,nt,-1.9,-11,-3,-3,-0.7,nt,6,17
COC(=O)C1=C(C)N(CC2CC2)C(=NCc2cccc(Cl)c2)N[C@H]1c1ccccc1,3,1.6,2.2,-3,-3,-3,-0.4,1.0,-2,8
CC(C)C[C@H](NC(=O)NCc1ccc(Cl)cc1)C(=O)O,4,1.2,1.2,-4,-1,3,-0.7,0.2,-11,-12
CCCC(=O)NC(c1ccc(Cl)cc1Cl)c1ccc2cccnc2c1O (stereo not drawn),-5,27*,24*,5,-6,-5,nt,20*,-1,-67
O=C(NCCCN1CCOCC1)c1ccc2c(c1)N(Cc1cccc(Cl)c1)C(=O)CS2,nt,-0.1,0.5,nt,9,-4,-2.1,0.8,-11,-5
C(=C\c1ccncc1)/c1ccccc1,nt,1.2,2.9,nt,2,21,-4.2,-0.3,-9,29
CC(C)CN(C(=O)c1ccc(F)cc1F)c1c(N)n(CC(C)C)c(=O)[nH]c1=O,6,-1.4,0.5,-6,-3,-1,0.6,2.2,-5,6
COc1ccc(-n2c3c(cc(C(=O)NNc4ccccc4)c2=O)C(=O)CC(C)(C)C3)cc1,-10,-0.4,3.6,10,0,0,0.3,0.1,-2,-2
CC1CCC(NC(=O)c2ccc(NC3=NC4CS(=O)(=O)CC4S3)cc2)CC1 (stereo not drawn),21,-1.3,1.2,-21,5,-1,-1.0,0.8,11,-3
CCC(=O)Nc1cccc(NC(=S)NC(=O)c2cccs2)c1,-20,-0.1,4.6,20,1,nt,-1.4,3.1,-1,86*
Cc1nnc(NC(=O)c2c(F)c(F)c(F)c(F)c2F)s1,34,-0.3,0.0,-34,-10,nt,-1.9,0.1,-9,nt
Cc1cc(C)c(S(=O)(=O)N2CCCCC2CCNC(=O)C(=O)NCc2ccccn2)c(C)c1 (stereo not drawn),-14,-0.2,2.1,14,-6,0,-1.0,0.0,12,-7
CCc1cc2c(-c3ccccc3)cc(=O)oc2cc1OCC(=O)NCC1CCC(C(=O)O)CC1 (stereo not drawn),-5,-2.0,3.2,5,0,-1,-1.1,2.5,-2,-1
COc1ccc(N2CC(C(=O)N3CCN(Cc4ccc5c(c4)OCO5)CC3)CC2=O)cc1 (stereo not drawn),nt,-0.6,-0.9,nt,-1,-2,-1.3,0.9,4,-6
Cn1ccnc1-c1nc2ccccc2[nH]c1=O,12,-1.8,0.7,-12,-3,-2,-2.4,1.9,2,-5
